# KB-3-1 tox: kills parental KB-3-1 adenocarcinoma cells; KB-3-1 viability, CellTiter-Glo ATP luminescence, 72 h; Potency, µM (doses to about 46.1 µM), for inactives: at the highest dose activity change, negative = cytotoxic, most hits filed as cytotoxic; 1.4% of 400,000 active; note: potency is the fitted concentration of half-maximal effect; % is set by controls: 0 for no effect and ±100 for the full control effect; nearly all actives have a fitted effect of over 60% in size
#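 Cytotoxicity in the drug-sensitive parental line KB-3-1 was scored as loss of CellTiter-Glo luminescence following 72 h incubation with compound. Values come from curve fitting of normalized concentration-response data.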
# IL1B secr inh: blocks inflammasome-driven IL-1 beta release | AID 743279 | activity change, % at 57.5 µM | 4.7% of 360,000 active | THP-1 LPS/ATP IL-1B secretion, AlphaLISA, 16 h; hits give low values; in the data active = activity change below about -50%; inconclusive = mostly about -30% to -49%; note: % is set by controls: 0 for no effect and ±100 for the full control effect
#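 Secreted IL-1B measured by AlphaLISA bead assay after 16 h compound exposure of THP-1 cells; compounds (final up to 57.5 uM) added 1 h before LPS (250 ng/mL) and ATP (1.25 mM) stimulation; lower signal means less secretion.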
# HepG2 viability: counter-screen for TGF-b inhibitors: cytotoxicity in HepG2 cells | 0.76% of 410,000 active | HepG2 CAGA-GFP viability, ATP luminescence, 18 h | Potency, µM (series often up to 46.1 µM), inactives show top-dose activity change, negative = cytotoxicity, usual class: cytotoxic; note: potency is the fitted concentration of half-maximal effect; some results filed as inactive show a strong effect at the top dose
#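 HepG2 CAGA-GFP cells (1000/well, DMEM with 1% FBS) received compound, then TGF-beta at 500 pg/mL final, and were incubated 18 hours at 37 degrees C. Viability was read by CellTiter-Glo luminescence. Media-only wells were set as complete cell-killing and DMSO as no toxicity.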
# S2 tox: cell viability loss in ATXN counter-screen. S2 cells (HEK-293 line with an ATXN2-luciferase reporter) viability, CellTiter-Fluor protease fluorescence, 24 h. Potency, µM (series often up to 56.7 µM), actives largely listed as cytotoxic. 0.49% of 400,000 active; note: potency is the fitted concentration of half-maximal effect; nearly all actives have a fitted effect of over 40% in size
# MCF10A rereplic: induces DNA re-replication in MCF 10a normal breast cells. MCF 10A DNA re-replication, Hoechst nuclear intensity, 48 h. Potency, µM (series often up to 46.1 µM), inactives show top-dose activity, positive = re-replication, most hits filed as activators. 2.9% of 350,000 active; note: potency is the fitted concentration of half-maximal effect; % of control where 0% means no effect; nearly all actives have a fitted effect of over 50% in size
# SW480 rereplic: inducers of DNA re-replication in SW480 colon cancer cells | SW480 DNA re-replication, Hoechst DNA content imaging, 48 h | Potency, µM (highest dose often 46.1 µM), without a hit: top-dose re-replication activation, usual class: activators | 1.8% of 340,000 active; note: potency is the fitted concentration of half-maximal effect; % of control where 0% means no effect; nearly all actives have a fitted effect of over 55% in size
#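 Hoechst fluorescence of nuclei (405 nm excitation, 500-530 nm emission) measured by plate-scanning imager after 48 hr compound exposure at 37 C; re-replication scored as increased number of nuclei with elevated intensity.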
# HT1080 IDH1KD tx: kills HT-1080 cells with IDH1 knockdown | HT-1080 IDH1 knockdown viability, ATP luminescence, 48 h | 2% of 360,000 active | Potency, µM (doses to about 46.1 µM), for the others: at the top dose activity, negative = toxicity, hits mostly cytotoxic;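 note: potency is the fitted concentration of half-maximal effect; 0% = DMSO wells and -100% = cell-free medium wells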
#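 Knockdown cells (IDH1KD HT-1080) received compounds 2 h after plating at 750 cells/well and were kept 48 h at 37 °C in 5% FBS RPMI. A CellTiter-Glo luminescence read gave % activity for curve fitting.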
# ATXN2 expr inh: reduces ATXN2 reporter expression in HEK-293 cells; HEK-293 ATXN2-luciferase reporter, luminescence, 24 h; Potency, µM (highest dose often 57 µM), for inactives: at the highest dose activity change, negative = inhibition, actives largely listed as inhibitors; AID 1745845; 0.72% of 360,000 active; note: potency is the fitted concentration of half-maximal effect; % is set by controls: 0 for no effect and ±100 for the full control effect; nearly all actives have a fitted effect of over 55% in size
#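 ATXN2-luciferase reporter cells (luciferase flanked by upstream and downstream ATXN2 gene portions) were treated 24 h at 37 °C with compounds at up to 57 uM. SteadyGlo luminescence gave expression; GF-AFC fluorescence gave viability.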
# HT1080-NT tox: kills 2HG-producing HT-1080-NT fibrosarcoma cells. HT-1080-NT fibrosarcoma viability, CellTiter-Glo ATP luminescence, 48 h. Potency, µM (doses to about 46.1 µM), inactives show at the highest dose activity, negative = less viability, hits mostly cytotoxic. 1.6% of 360,000 active;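 note: NT is the 2HG producing partner of a matched IDH1 knockdown line; potency is the fitted concentration of half-maximal effect; 0% = DMSO-treated cells and -100% = media-only wells without cells; nearly all actives have a fitted effect of over 55% in size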
#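 Luminescent CellTiter-Glo readout after 48 hours of compound exposure at 37 degrees C defined viability of HT-1080-NT cells. Activity was normalized to DMSO wells and cell-free media wells; concentration-response curves were fitted and assigned curve classes.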
# * marks the source's active call; other numbers are inactive results; i = inactive; ? = inconclusive; · = not tested or not shown; [ ] = dose if it differs, or a comment. Unless noted, calls come from the whole dose curve; as a rule, active = well fitted curve in the direction sought with a large enough effect; inconclusive = small, poorly fitted or top-dose-only effect, or another doubt; inactive = no such curve, though single readings can be large; an effect the other way counts as inactive or inconclusive.
SMILES,KB-3-1 tox,IL1B secr inh,HepG2 viability,S2 tox,MCF10A rereplic,SW480 rereplic,HT1080 IDH1KD tx,ATXN2 expr inh,HT1080-NT tox
CC(C)CCn1c(N2CCCC2)nc2c1c(=O)[nH]c(=O)n2C,-8%,0,-53%,i,-7%,-51%[inhibitor],-2%,-16%,-2%
O=C(Cn1cccn1)N1CCCC(N2CCN(c3ccccc3F)CC2)C1 (stereo unspecified),6%,31,4%,i,5%,2%,1%,-12%,10%
O=C(CCSc1nc(-c2ccco2)cc(C(F)(F)F)n1)NCC1CCCO1 (stereo unspecified),-19%,-14,-4%,i,-5%,-1%[9.22 µM],0%,0%,4%
CC(=O)Nc1ccc(NC(=O)N2CCOCC2)cc1,0%,32,11%,i,·,·,2%,·,-3%
O=C(Nc1nnc(-c2ccco2)s1)C1CCN(S(=O)(=O)c2ccc(Cl)cc2)CC1,-12%,22,0%,i,1%,7%,-5%,-18%,-28%
COc1ccc(C(=O)NC(=S)SCC(=O)O)cc1,0%,44,6%,i,0%,-6%,11%,2%,-4%
CCCN1CCn2c3c(c4cc(Br)ccc42)CCCC31 (stereo unspecified),-12%,42,-24%,i,23µM*,-2%,0%,·,2%
COc1ccccc1NC(=O)COC(=O)/C=C/c1ccccc1[N+](=O)[O-],-1%,15,1%,i,-1%,-3%,10%,2%,-2%
COc1cccc(C2C3=C(N=C4SCC(=O)N42)c2ccccc2CC3)c1OC (stereo unspecified),?,-17,27%,i,2%,14%,-10%,-9%,-12%
CC(=O)Oc1ccc2c(=O)c(Oc3ccccc3)c(C)oc2c1OC(C)=O,?,22,7%,i,-1%,56%,-2%,-24%,-13%
COc1cc([N+](=O)[O-])ccc1NC(=O)CCCOc1ccc(C)cc1,-6%,4,0%,i,12%[9.22 µM],-8%,1%,1%,0%
COC(=O)c1ccccc1NC(=O)Cn1ccnc1,-2%,-6,2%,?,-1%,-6%,0%,22%,2%
CN(C)S(=O)(=O)Oc1ccsc1C(=O)Nc1ccccc1Cl,-1%,-9,-7%,i,?,1%,-19%,-22%,-9%
Cc1ccc(/C(C#N)=C\c2ccc(N3CCOCC3)o2)cc1,4%,-7,-38%,i,-4%,-1%,2µM*,35%[activator],4.5µM*
Cc1ccc2nc(SCC(=O)Nc3cccc4ccccc34)nc(=O)n2c1,0%,0,0%,i,2%,1%,-5%,10%,-2%
N#C/C(=C/c1cn(CC(=O)O)c2ccccc12)c1ccc(F)cc1,4%,2,-1%,i,4%,-9%,6%,8%,0%
Cn1cc(S(=O)(=O)N2CCCC2)cc1C(=O)NCc1ccc(Cl)cc1,23%,-11,-5%,i,0%,-3%,-11%,0%,-3%
CCN(CC)S(=O)(=O)c1cc(C(=O)OC(C)C(=O)NCc2ccco2)ccc1C (stereo unspecified),-13%,0,-14%,i,-3%,?,-1%,-2%,5%
COc1ccc(S(=O)(=O)N2CCOCC2)cc1NC(=O)CN1C(=O)CN(C)C1=O,25%,3,-1%,i,-5%,5%,4%,9%,18%
C=Cc1ccc(CSc2nc(-c3ccc(Cl)cc3)nc3c2Cc2c(CO)cnc(C)c2O3)cc1,-3%,·,-1%,i,·,·,·,1%,·
Cc1ccc(C2CC(=O)NC3=C2C(=O)CCC3)cc1Br (stereo unspecified),-18%,9,2%,i,0%,-5%,-6%,-12%,-1%
CCCn1c(SCC(=O)Nc2ccc(NC(=O)CC)cc2)nc2c1c(=O)n(C)c(=O)n2C,-9%,-7,4%,i,-5%,-1%,-3%,1%,-1%
O=C(NC(=S)Nc1ccc(O)cc1)c1cncc(Br)c1,0%,2,9%,?,-1%,-25%,-2%,·,2%
CNC(=S)Nc1cccc(Cl)c1C,3%,-6,-1%,i,-21%,-6%,6%,0%,9%
C=CC[C@H](CC(=O)NCCO)C(=O)NC[C@@H](OC(=O)[C@@H](CC=C)Cc1ccc(F)cc1)c1ccccc1,-3%,-21,-11%,i,19%,0%,0%,?,-7%

# Ordered by value in SW480 rereplic (ascending): 5 of the compounds above.
structure | SW480 rereplic
N#C/C(=C/c1cn(CC(=O)O)c2ccccc12)c1ccc(F)cc1 | -9%
CCCN1CCn2c3c(c4cc(Br)ccc42)CCCC31 (stereo unspecified) | -2%
Cc1ccc2nc(SCC(=O)Nc3cccc4ccccc34)nc(=O)n2c1 | 1%
COc1ccc(S(=O)(=O)N2CCOCC2)cc1NC(=O)CN1C(=O)CN(C)C1=O | 5%
CC(=O)Oc1ccc2c(=O)c(Oc3ccccc3)c(C)oc2c1OC(C)=O | 56%

# Further results.
SMILES,KB-3-1 tox,IL1B secr inh,HepG2 viability,S2 tox,MCF10A rereplic,SW480 rereplic,HT1080 IDH1KD tx,ATXN2 expr inh,HT1080-NT tox
CC(NC(=S)Nc1ccc(F)cc1)C(c1cccs1)N1CCOCC1 (stereo unspecified),-12%,-4,7%,i,-5%,17%,-1%,-7%,-4%
COc1ccc(CNC(=O)c2ccc(C)o2)cc1,7%,-14,3%,i,-3%,-1%,14%,15%,7%
OCc1nnn(-c2ccccc2)c1CO,2%,-13,-7%,i,1%,-2%,7%,·,6%
CCc1ccc(C(=O)CN2C(=O)NC3(CCc4ccccc43)C2=O)cc1 (stereo unspecified),-17%,10,-21%,i,2%,11%,-14%,-8%,-3%[9.24 µM]
CCOc1ccc2nc(SCC(=O)NCc3ccc(S(N)(=O)=O)cc3)[nH]c2c1,20%,0,-16%,i,4%,?,0%,1%,-4%
COc1ccc(OC)c(/C=N/NC(=O)c2[nH]ncc2Br)c1,0%,13,0%,?,3%,-5%,9%,-4%,21%
CNC(=O)CSc1nnc(C(C)C)n1C,4%,-3,-1%,i,-1%,-5%,16%,-26%,7%
COC(=O)c1ccc(N2CCN(CCNC(=O)Nc3ccc(OC)cc3)CC2)cc1,-12%,11,-1%,i,16%,?,-11%,-20%,-1%
Cc1cc(/C=N/O)c(C)n1-c1ccccc1,-3%,-29,-5%,i,4%,-1%,-12%,29%,-7%
COc1ccccc1CNC(=O)c1cc(S(=O)(=O)N2CCOCC2)cn1C,0%,-8,-15%,i,-5%,-9%,2%,-10%,-1%
C=CCn1c(SCc2n[nH]c(=S)n2-c2ccccc2)nnc1-c1ccccc1,3%,14,15%,i,0%,?,8%,·,1%
COc1ccc(N(CN2C(=O)c3ccccc3C2=O)C(=O)COc2ccc(Cl)cc2Cl)cc1,5%,0,-16%,i,12%,0%,8%,4%,?
Cn1c(C(=O)N2CCCC(C(=O)N3CCN(c4ccccc4)CC3)C2)cc2sccc21 (stereo unspecified),6%,·,-9%,?,·,·,·,-15%,·
CC(C)(C)c1ccc(O)c(/C=N\O)c1,9%,-9,-36%,i,18%,2%,-24%,34%,-29%
COc1ccccc1C(=O)N/N=C(\C)CC(=O)Nc1ccc2c(c1)OCCO2,4%,16,5%,i,10%,-5%,-3%,3%,-7%
Cc1ccc(CCNC(=O)c2cc3n(n2)CCCN(Cc2ccc(C)cc2)C3=O)cc1,-9%,·,-19%,i,·,·,·,-8%,·
CC(C)C(=O)Nc1ccc(C(=O)N2CCCCCC2)cc1,2%,-25,0%,·,-1%,-14%,-6%,·,0%
COc1ccc(CCC(C)Nc2ccccc2F)cc1 (stereo unspecified),-2%,-4,-19%,i,-5%,-8%,10%,-12%,11%
CCc1ccc(NC(=O)CCC(=O)Nc2nnc(C(F)(F)F)s2)cc1,-4%,12,-4%,i,-1%,8%,4%,8%,1%
NC(=O)NC(=O)CSc1nnc(-c2ccc(Cl)cc2)n1CC1CCCO1 (stereo unspecified),-14%,-28,-12%,i,-2%,-1%,-1%,·,-6%
CN(O)/C=C/C(=O)c1ccc(Br)cc1,-11%,?,-1%,i,?,-2%,-14%,-9%[11.3 µM],-20%
CC(=O)N1CCN(C(=O)c2ccc(Cl)c(S(=O)(=O)N3CCc4ccccc43)c2)CC1,0%,27,0%,i,7%,0%,3%,20%,-6%
O=C1/C(=C/c2ccccc2Cl)SC(=S)N1CCCC(=O)N(CCO)c1ccccc1,?,-16,-91%,·,?,?,-8%,?,?
O=C(NC1CC2CCCC(C1)N2C(=O)Nc1ccccc1F)C1CC1 (stereo unspecified),16%,1,1%,i,8%,-3%,17%,12%,28%
O=C(O)c1ccc(NS(=O)(=O)/C=C/c2ccccc2)cc1O,18%,-13,12%,i,1%,-7%,-4%,10%,16%
CCCCC1OC2(C)OC(=N)C1(C#N)C(C#N)(C#N)C2c1ccccc1 (stereo unspecified),12%,54,-37%,i,-42%[inhibitor],-141%[inhibitor],0%,1%,-1%
CCCCc1ccc(NC(=O)COCC)cc1,0%,-16,-34%,i,3%,?,12%,62%[activator],-2%

# Whole records, looked up by structure. Order of screens: KB-3-1 tox	IL1B secr inh	HepG2 viability	S2 tox	MCF10A rereplic	SW480 rereplic	HT1080 IDH1KD tx	ATXN2 expr inh	HT1080-NT tox
# CC(=O)Oc1ccc2c(=O)c(Oc3ccccc3)c(C)oc2c1OC(C)=O reads ?	22	7%	i	-1%	56%	-2%	-24%	-13%
# COC(=O)c1ccccc1NC(=O)Cn1ccnc1 reads -2%	-6	2%	?	-1%	-6%	0%	22%	2%
# C=Cc1ccc(CSc2nc(-c3ccc(Cl)cc3)nc3c2Cc2c(CO)cnc(C)c2O3)cc1 reads -3%	·	-1%	i	·	·	·	1%	·

# Bioassay records from PubChem BioAssay.
